Compound activity from PubChem.
Wee1 degr inh – Wee1 degradation inhibitors, primary screen, cell-based, HeLa, Wee1K328M-luciferase, luminescence; Wee1-like protein kinase (Homo sapiens), P30291; HeLa Luc-Wee1K328M stability; 100% = proteasome inhibitor MG132 effect; reporter increase, % at 5 µM; 220,000 tested, 1.2% active;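 active = activation above the mean of all tested compounds plus 3 SD, set per screening run, cut at about 8.8% in these data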;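 also: cells exposed to compound for 20 h before luminescence read; 0% = DMSO alone and 100% = MG132 at 30 µM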
TbHK1 inh – Trypanosoma brucei hexokinase 1 inhibitors, primary screen, biochemical, G6PDH-coupled NADH absorbance, MLSCN library; recombinant TbHK1, G6PDH-coupled NADH A340; inhibition, % at 10 µM; 220,000 tested, 0.11% active; AID 1430, 2008; hexokinase 1 [Trypanosoma brucei];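 active = inhibition of 50% or more in the single-dose primary screen; inactive = inhibition below 50%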
PPC-1+TRAIL kill – compounds killing PPC-1 cancer cells with TRAIL present, primary screen, TRAIL potentiator project, ATPLite luminescence, uHTS | cell killing (% activity), % at 4 µM | PPC-1 cells + TRAIL, ATPLite viability luminescence | 220,000 tested, 0.41% active;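 active = cell killing above 50% in the first pass at 4 µM, then a duplicate retest at 5 µM averaging 50% or more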;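 also: plate controls were cells with TRAIL plus DMSO for no effect and medium-only wells lacking cells for full effect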
TNF necrop inh – inhibitors of TNF-alpha triggered necroptosis, primary screen, cell-based, Jurkat FADD-/-, single concentration | Jurkat FADD-/- TNF necroptosis rescue, ATP luminescence, 24 h; 0 = TNF only, 100 = no-TNF cells | activation (protection from cell death), % at 10 µM | 220,000 tested, 0.068% active;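 active = activation, meaning protection from cell death, of at least 50% relative to plate controls; inactive = activation below 50%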;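 also: necroptosis triggered by 40 ng/mL TNF-alpha added together with compound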
EP2 antag – human EP2 receptor antagonists, primary screen, TR-FRET cAMP, C6 glioma cells; Prostaglandin E2 receptor EP2 subtype (Homo sapiens), P43116; C6 glioma cells expressing human EP2; cells stimulated with saturating PGE2; inhibition, % at 25 µM; 260,000 tested, 0.52% active; AID 1422, 2008;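 active = percent inhibition above 40 after rounding to a whole number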;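 also: rat C6 glioma host cells with rolipram phosphodiesterase inhibitor present; the protocol text gives 20 µM as final concentration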
Target sequence (P43116 whole entry, looked up): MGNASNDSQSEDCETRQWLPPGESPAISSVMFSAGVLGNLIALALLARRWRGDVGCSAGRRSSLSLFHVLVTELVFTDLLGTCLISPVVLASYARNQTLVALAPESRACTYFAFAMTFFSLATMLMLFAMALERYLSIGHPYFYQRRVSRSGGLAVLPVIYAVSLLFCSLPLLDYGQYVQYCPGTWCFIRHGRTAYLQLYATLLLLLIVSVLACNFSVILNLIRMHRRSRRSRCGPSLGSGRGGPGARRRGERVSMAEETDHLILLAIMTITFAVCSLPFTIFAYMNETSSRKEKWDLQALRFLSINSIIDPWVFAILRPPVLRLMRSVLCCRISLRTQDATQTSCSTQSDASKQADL
CHOP inh – inhibitors of CHOP promoter induction, primary screen, cell-based, unfolded protein response, luciferase reporter | CHO-K1 CHOP-promoter luciferase, tunicamycin-induced, 15-18 h | inhibition, % at 10 µM | 220,000 tested, 3.8% active | AID 2732, 2010;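 active = compounds that reduced the stress-induced luciferase reporter signal by more than about 70% of percent inhibition, limit read from the data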;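 also: 0% = tunicamycin plus vehicle and 100% = wells without tunicamycin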
zVAD death inh – inhibitors of zVAD-triggered necroptosis, primary screen, L929 cells. L929 zVAD necroptosis rescue, ATP luminescence, 24 h; with zVAD 60 µM. viability rescue, % at 10 µM. 220,000 tested, 0.38% active;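 active = activation, scaled between plate controls, above about 75%, limit read from the data; inactive = activation under that limit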;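 also: 0% = zVAD with DMSO and 100% = DMSO alone without zVAD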
FXIa inh – human FXIa protease inhibitors, primary screen, biochemical, 1536-well | inhibition, % at 5 µM | 220,000 tested, 0.14% active | purified FXIa, Boc-Glu-Ala-Arg-AMC fluorogenic substrate | Coagulation factor XI (Homo sapiens), P03951 | AID 798, 2007;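 active = inhibition of at least 40%; inactive = inhibition below 40%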;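 also: fluorescence of freed AMC excited at 355 nm; 0% = enzyme without compound and 100% = no enzyme blank; many of its hits are not listed in these tables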
Target sequence (P03951 19-387 limits assumed): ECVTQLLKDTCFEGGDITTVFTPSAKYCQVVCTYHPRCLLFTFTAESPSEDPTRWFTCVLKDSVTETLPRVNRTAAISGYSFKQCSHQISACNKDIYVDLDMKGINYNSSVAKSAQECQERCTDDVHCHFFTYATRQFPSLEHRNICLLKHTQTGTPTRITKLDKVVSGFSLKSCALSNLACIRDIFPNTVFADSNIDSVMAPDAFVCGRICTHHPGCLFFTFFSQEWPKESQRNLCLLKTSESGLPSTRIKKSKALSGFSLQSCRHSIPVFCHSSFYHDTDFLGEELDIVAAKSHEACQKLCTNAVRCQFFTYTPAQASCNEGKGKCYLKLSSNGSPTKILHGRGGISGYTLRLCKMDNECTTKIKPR
Target sequence (P03951 388-625 limits assumed): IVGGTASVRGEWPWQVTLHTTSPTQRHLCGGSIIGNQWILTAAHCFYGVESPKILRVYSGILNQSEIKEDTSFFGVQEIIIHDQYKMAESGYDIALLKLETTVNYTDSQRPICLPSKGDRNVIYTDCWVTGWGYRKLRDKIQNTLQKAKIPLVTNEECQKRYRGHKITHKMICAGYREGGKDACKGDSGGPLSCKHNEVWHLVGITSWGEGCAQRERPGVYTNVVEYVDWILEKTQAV
FXIIa inh – human FXIIa protease inhibitors, primary screen, biochemical, 1536-well. 220,000 tested, 0.3% active. purified FXIIa, Boc-QGR-AMC fluorogenic substrate, 2 h. Coagulation factor XII (Homo sapiens), P00748. inhibition, % at 5 µM. AID 800, 2007; in the data active = inhibition above about 40%;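 also: 0% = enzyme with no compound and 100% = blank without enzyme; many of its hits are not listed in these tables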
Active calls of the source: *; . = not tested or not shown. Only part of the results is shown, so the mix of outcomes need not match the whole.

No.	SMILES	Wee1 degr inh	TbHK1 inh	PPC-1+TRAIL kill	TNF necrop inh	EP2 antag
1	O=C(Nc1cccc2ncccc12)c1ccc(-c2ccc(Cl)cc2Cl)o1	8	-16	15	-8.3	2
2	CC1CCCC(C)N1C(=O)CSc1nnc(-c2cccs2)o1 (stereo unspecified)	3	0	10	0.8	8
3	COc1ccc(-n2c(SCC(=O)Nc3ccccc3OC)nc(O)cc2=O)cc1	-1	3	-1	0.1	4
4	COC(=O)Cn1c(CCS(=O)(=O)c2ccc(Cl)cc2)nc2ccccc21	1	1	4	0.6	23
5	CC(C)NC(=O)CC1OC(=O)c2ccccc21 (stereo unspecified)	-1	-1	18	1.0	2
6	Cc1ccc(-c2cc(C(=O)O)c3ccccc3n2)c(C)c1	5	-9	2	0.6	10
7	O=C(Oc1ccc(Br)cc1)C1CC(=O)N(c2ccc(F)cc2)C1 (stereo unspecified)	0	4	10	-0.4	12
8	O=C(O)c1ccc(/C=N/NC(=O)c2cc(-c3cccs3)nc3ccccc23)cc1	-2	23	2	1.5	5
9	O=S(Cc1ccc(Br)cc1)Cc1nnc(SCc2c(Cl)cccc2Cl)n1-c1ccccc1 (stereo unspecified)	0	14	24	-8.5	.
10	C=CCNC(=O)c1ccc(-c2ccc([N+](=O)[O-])cc2)o1	2	-32	30	2.1	6
11	CC1(C)Cc2nc3oc4c(=O)n(CC(=O)Nc5ccc(Cl)cc5)cnc4c3cc2CO1	-5	-1	10	4.4	9
12	O=C1CC2(CCCC2)C(=O)N1c1ccc(S(=O)(=O)NCC2CC2)cc1Cl	-2	-1	1	-0.5	6
13	C1CCN(c2nc3nonc3nc2N2CCCC2)C1	4	8	-27	-3.2	3
14	Cc1ccc2c(c1)c1c3n2CCN(C(=O)C2CC2)C3CCC1 (stereo unspecified)	-3	-14	21	-2.7	10
15	O=c1c2ccc(Cl)cc2[nH]c(=S)n1Cc1cccnc1	-2	7	9	-1.3	.

No.	CHOP inh	zVAD death inh	FXIa inh	FXIIa inh
1	35	-0.1	-2	7
2	-26	-0.1	2	9
3	17	1.9	0	6
4	6	0.7	0	7
5	-8	-0.2	-1	13
6	0	-0.3	2	6
7	37	1.1	-1	3
8	8	1.9	1	3
9	69	0.1	4	14
10	-5	1.2	7	3
11	95*	1.0	0	3
12	-2	0.8	-1	1
13	1	-0.3	6	20
14	52	0.9	-4	6
15	16	-0.2	4	14

Next section.
No.	SMILES	Wee1 degr inh	TbHK1 inh	PPC-1+TRAIL kill	TNF necrop inh	EP2 antag
16	CCc1ccc(OCC(=O)OCC(=O)c2c(N)n(C)c(=O)n(C)c2=O)cc1	-4	-6	4	0.5	1
17	Cc1nc(C(=O)NCc2ccccc2)sc1C1(C)CC(c2cccnc2)=NO1 (stereo unspecified)	.	5	15	-2.0	8
18	CCOc1cc(/C=N/NC(=O)NN(C)c2ncc(C(F)(F)F)cc2Cl)ccc1O	0	-4	4	0.9	5
19	Cn1c(NC(=O)c2ccc(F)cc2)c(-c2ccccn2)c(=O)c2ccccc21	-1	-19	19	0.9	5
20	CC(NC(=O)c1ccc(N(C)C)cc1)c1ccc(F)cc1 (stereo unspecified)	-2	-9	20	0.8	2
21	Nc1nc(SCC(=O)c2c(N)n(Cc3ccccc3)c(=O)[nH]c2=O)n[nH]1	1	2	20	1.4	7
22	O=C1Nc2ccc(S(=O)(=O)N3CCCCCC3)c3cccc1c23	-3	-10	9	-0.3	21
23	COc1cc(C(=O)NCc2ccc(-n3cccc3)cc2)cc(OC)c1OC	0	-2	11	1.1	15
24	COc1ccc(NC(=O)N2CCC(c3nc(-c4cccs4)no3)CC2)cc1	-2	6	13	-1.3	.
25	CCCCN(CC)CCCNC(=O)CC1Nc2ccccc2NC1=O (stereo unspecified)	-4	-8	1	0.3	19
26	Cc1ccc2cc(CN(Cc3ccco3)C(=O)c3cccs3)c(=O)[nH]c2c1	3	-7	-4	-12	-2
27	COc1ccc(/C=N/NC(=O)CNC(=O)c2ccc(S(=O)(=O)N3CCOCC3)cc2)c(OC)c1	3	-21	-8	0.3	1
28	COc1ccccc1OCc1nc2c3c(-c4ccccc4)c(-c4ccccc4)oc3ncn2n1	-1	-18	.	1.3	.
29	CCOc1ccc(Nc2nc3ccccc3n3cnnc23)cc1	-2	-39	-9	-4.1	5
30	CCC(Oc1ccccc1)C(=O)Nc1ccccc1OC (stereo unspecified)	-2	1	25	-1.2	8

No.	CHOP inh	zVAD death inh	FXIa inh	FXIIa inh
16	0	4.2	-6	-1
17	23	-1.1	0	7
18	20	2.2	-1	7
19	-1	0.8	0	2
20	9	2.2	3	6
21	-4	0.1	1	12
22	15	0.2	3	9
23	-8	1.7	-3	6
24	-12	-0.4	25	15
25	.	2.0	-15	-13
26	.	-0.3	-8	-16
27	29	0.1	-2	-1
28	.	1.0	.	.
29	27	0.8	2	9
30	23	-0.2	4	14

CHOP inh: what is marked active above.
#	compound	Wee1 degr inh	TbHK1 inh	CHOP inh	FXIa inh	FXIIa inh
11	CC1(C)Cc2nc3oc4c(=O)n(CC(=O)Nc5ccc(Cl)cc5)cnc4c3cc2CO1	-5	-1	95*	0	3

(more compounds)
No.	SMILES	Wee1 degr inh	TbHK1 inh	PPC-1+TRAIL kill	TNF necrop inh	EP2 antag
31	CCOC(=O)C1CCN(c2c(C(=O)c3ccccc3)cnc3ccc(Cl)cc23)CC1	-1	-5	6	1.1	9
32	NS(=O)(=O)c1ccc(-c2ccc(/C=N/NC(=O)c3ccccc3O)o2)cc1	2	-9	5	2.5	7
33	CCC1CCCCN1C(=O)COC(=O)c1ccc(S(=O)(=O)N2CCOCC2)cc1 (stereo unspecified)	-1	4	-24	2.5	3
34	CC(C)c1ccccc1NC(=O)C1CN(S(=O)(=O)c2ccccc2)CCN1S(=O)(=O)c1ccccc1 (stereo unspecified)	4	6	1	2.8	7
35	S=C(NCCc1c[nH]c2ccccc12)NC1CCCC1	-3	-1	13	-0.1	10
36	Cn1c(NCc2ccco2)nc2ccccc21	-2	3	9	0.3	11
37	O=S(=O)(c1cnccc1N1CCN(/N=C/c2ccc(Br)cc2)CC1)N1CCCCC1	-1	-2	-4	1.3	14
38	CC(C)c1ccc(C(O)c2cnc(C(C)C)n2C)cc1 (stereo unspecified)	-3	-2	0	-3.9	11
39	CCN(Cc1ccncc1)Cc1nc(CC2CC2)no1	-3	0	10	-1.1	13
40	COc1cccc(-c2cc(C(F)(F)F)nc(N3CCOCC3)n2)c1	4	-4	11	-0.7	6
41	O=C(Cc1cccc2ccccc12)NNC(=O)c1cccs1	4	5	1	-0.4	10
42	CCCCC1CCC(/C(N)=N/O)CC1 (stereo unspecified)	-3	5	2	-2.7	12
43	CCCNS(=O)(=O)c1ccc(OCC(=O)N2CCN(c3ccccc3)CC2)cc1	2	4	-3	0.8	10
44	Nn1c(Cc2cccc3ccccc23)nnc1SCCOc1ccc(F)cc1	-2	6	25	-0.3	6
45	Cc1ccccc1CNC(=O)CC1C(=O)NCCN1CC1CCCCC1 (stereo unspecified)	0	-4	17	-0.5	2

No.	CHOP inh	zVAD death inh	FXIa inh	FXIIa inh
31	47	0.2	-5	5
32	11	1.3	1	3
33	34	-0.1	5	17
34	-7	-0.4	3	7
35	10	2.9	-5	5
36	38	-0.9	4	22
37	-13	-0.1	2	11
38	5	0.3	-12	-2
39	6	2.1	-1	13
40	74*	-0.6	-1	9
41	22	-0.3	-8	12
42	12	-0.2	-8	-5
43	9	3.4	-4	10
44	35	1.1	21	41*
45	19	-0.6	-4	4

Retrieved by structure from the entries so far:
No.	SMILES	Wee1 degr inh	TbHK1 inh	PPC-1+TRAIL kill	TNF necrop inh	EP2 antag
1	O=C(Nc1cccc2ncccc12)c1ccc(-c2ccc(Cl)cc2Cl)o1	8	-16	15	-8.3	2
6	Cc1ccc(-c2cc(C(=O)O)c3ccccc3n2)c(C)c1	5	-9	2	0.6	10
11	CC1(C)Cc2nc3oc4c(=O)n(CC(=O)Nc5ccc(Cl)cc5)cnc4c3cc2CO1	-5	-1	10	4.4	9
15	O=c1c2ccc(Cl)cc2[nH]c(=S)n1Cc1cccnc1	-2	7	9	-1.3	.
21	Nc1nc(SCC(=O)c2c(N)n(Cc3ccccc3)c(=O)[nH]c2=O)n[nH]1	1	2	20	1.4	7

No.	CHOP inh	zVAD death inh	FXIa inh	FXIIa inh
1	35	-0.1	-2	7
6	0	-0.3	2	6
11	95*	1.0	0	3
15	16	-0.2	4	14
21	-4	0.1	1	12

(listing goes on)
No.	SMILES	Wee1 degr inh	TbHK1 inh	PPC-1+TRAIL kill	TNF necrop inh	EP2 antag
46	CCC1CCC(C(=O)NNC(=O)c2cc(-c3ccco3)[nH]n2)CC1 (stereo unspecified)	-3	-3	20	-0.1	7
47	COc1ccc(O)c(C(=O)c2cnn(C(=O)c3cc(C)oc3C)c2)c1	-2	-5	-3	-0.9	9
48	CC(C)CC1CCCCC1OC(=O)C[N+]1(C)CCCCC1 (stereo unspecified)	2	4	5	-0.1	2
49	COc1cc(SC)ccc1C(=O)OCC(=O)NC1CCCCC1	-1	5	8	0.8	0
50	Cc1cccc(OCCCn2c(CO)nc3ccccc32)c1	3	0	12	1.3	4
51	COc1ccccc1CNC(=O)Nc1cccs1	3	-1	43	1.6	15
52	COc1ccc(C(=O)CN2C(=O)c3ccccc3C2=O)cc1	1	-6	-12	0.8	0
53	COc1ccc(CCNC(=O)CC2SC(=NCCc3ccccc3)NC2=O)cc1OC (stereo unspecified)	1	-1	1	2.5	8
54	Cc1cccc(OCC(=O)OCC(=O)c2c(N)n(C)c(=O)n(C)c2=O)c1	-3	9	12	-3.5	20
55	c1cncc(Nc2nc(-c3ccncc3)cs2)c1	-2	1	18	-9.2	1
56	O=C(/C(=C/c1ccncc1)n1ccnc1)c1ccc(Cl)cc1Cl	-5	-6	-16	-17	39
57	CCc1ccc(C(C)NC(=O)Cn2cnc3c(=O)n(C)c(=O)n(C)c32)cc1 (stereo unspecified)	0	-5	-1	-1.7	13
58	COc1ccc(Br)cc1CN(C)CC(=O)Nc1cc([N+](=O)[O-])ccc1OC	1	-2	5	2.0	5
59	CCN1CCN(CCn2c(=S)[nH]c3ccccc3c2=O)CC1	1	-6	-8	1.4	26

No.	CHOP inh	zVAD death inh	FXIa inh	FXIIa inh
46	7	0.6	2	5
47	15	1.6	-3	6
48	-15	-0.2	-6	-2
49	14	2.8	-4	3
50	-9	0.3	-3	3
51	22	3.5	-5	-4
52	-15	0.6	-4	1
53	4	-0.2	19	24
54	0	-0.1	4	2
55	34	40	0	20
56	-13	-0.7	2	9
57	6	-0.2	8	14
58	40	0.0	3	1
59	-10	-0.3	4	1
